Source: PubChem (several laboratories)
XIAP displacement – XIAP antagonists, biochemical, IAP family, fluorescence polarization (AID 1018). displacement, % at 20 µM; hits with a dose series show IC50 in µM. XIAP BIR domain, fluorescence polarization peptide displacement; higher % means a stronger effect. E3 ubiquitin-protein ligase XIAP (Homo sapiens). actives 0.007% (n = 200,000); in the data active means displacement above about 50%; further: a part of the inactive calls stands beside numbers as strong as those of hits
RSV CPE inhibition – RSV antiviral activity via CPE protection, HEp-2 cells, primary 10 µM value included (AID 2391). one-dose CPE inhibition, % at 10 µM; IC50 in µM for titrated hits. HEp-2 cells, RSV-induced CPE inhibition; higher % means a stronger effect. actives 0.13% (n = 310,000); in the data active means a potency from the dose series; inconclusive means CPE inhibition mostly from about 23% at the one dose, without a potency; inactive means the rest, 99 in 100 with CPE inhibition below about 21%; further: strong numbers were not always called active
TNAP activators – human TNAP enzyme activators, primary screen, biochemical, luminescent, no phosphate acceptor, uHTS (AID 1001); Alkaline phosphatase, tissue-nonspecific isozyme (Homo sapiens); purified TNAP, luminescent activation assay, no phosphate acceptor; higher activation fold means a stronger effect; activation fold at 20 µM, or EC50 in µM where a hit was titrated; actives 0.03% (n = 200,000); in the data active means activation fold from about 3, or a potency from the dose series; inactive means the rest, 99 in 100 with activation fold below about 1.6; further: many of its hits are not listed in these tables
SIAH1 antagonists – Siah-1 peptide-binding antagonists, primary screen, biochemical, fluorescence polarization, rhodamine-plectin, uHTS (AID 1817) | E3 ubiquitin-protein ligase SIAH1 (Homo sapiens) | Siah-1 / rhodamine-plectin peptide fluorescence polarization; higher % means a stronger effect | displacement, % at 20 µM; hits with a dose series show IC50 in µM | actives 0.02% (n = 290,000);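 active means displacement of at least 50% at 20 µM, with a fluorescence ratio check between 0.3 and a set limit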;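 further: plate controls were Siah plus tracer with DMSO for no effect and tracer alone without Siah for full effect; strong numbers were not always called active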
human PMI inhibitors – human PMI inhibitors, high substrate, primary screen, biochemical, fluorescence intensity, high mannose 6-phosphate (AID 1220) | actives 0.66% (n = 190,000) | Mannose-6-phosphate isomerase (Homo sapiens) | recombinant PMI enzyme, coupled fluorescence intensity; higher % means a stronger effect | inhibition, % at 20 µM, or IC50 in µM where a hit was titrated
PMI inhibitors – inhibitors of human PMI, primary screen, biochemical, fluorescence intensity, coupled assay (AID 1209); Mannose-6-phosphate isomerase (Homo sapiens); purified PMI enzyme, coupled fluorescence intensity; higher % means a stronger effect; inhibition, % at 20 µM; hits with a dose series show IC50 in µM; actives 0.42% (n = 190,000);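 further: plate controls were DMSO vehicle for no effect and wells lacking substrate for full effect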
WT yeast gro inh – growth inhibition of WT strain, primary screen, mitochondrial fusion inhibitor project, WT and mutant strains, chemical genetic | inhibition, % at 10 µM | AID 1362, 2008 | mitochondrial fusion phenotypic screen | actives 2.1% (n = 190,000); in the data active means inhibition above about 58%; tested in S. cerevisiae
PhoP inhibition – inhibitors of PhoP regulon expression, primary screen, Salmonella Typhimurium, GFP reporter (AID 1863); S. Typhimurium PhoP-regulated promoter GFP reporter, 4 h; higher % means a stronger effect; inhibition, % at 50 µM; hits with a dose series show IC50 in µM; actives 0.16% (n = 300,000);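 active means inhibition over 29.93%, a cutoff 3 SD above the screen mean, later confirmed by dose response; inconclusive means inhibition over 29.93% but no dose response follow-up; inactive means inhibition at most 29.93% or unconfirmed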;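 further: 0% = low Mg2+ inducing control and 100% = high Mg2+ repressing control; strong numbers were not always called active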
Myeloid diff MLP – induction of myeloid progenitor differentiation, primary screen, cell-based, flow cytometry, MLPCN library | AID 624256, 2012 | calls only at 10 µM | actives 1% (n = 360,000) | ER-HoxA9 myeloid progenitors, lysozyme-GFP differentiation;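 active means normalized GFP-positive differentiation at or above the plate's own cutoff, the solvent-only control mean plus 3 SD; inconclusive means no clear call, values can overlap the other calls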;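 further: cells exposed to compound for four days before flow analysis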
WT yeast gro inh mutant strain – also measured in WT yeast gro inh; calls as there; inhibition, %; mitochondrial fusion phenotypic screen, mutant strain inhibition
Myeloid diff MLP GFP+ MAC1+ % – recorded beside Myeloid diff MLP, whose call it bears; GFP+ MAC1+ double positive, %; measured here: differentiation confirmed by MAC1 staining
* = called active by the depositor; i = inactive; ? = inconclusive; nt = no result given. Unless noted, no stated cut-off is given here; in the data, active means inhibition above about 50%; inactive means the rest.

SMILES | XIAP displacement | RSV CPE inhibition | TNAP activators | SIAH1 antagonists | human PMI inhibitors | PMI inhibitors | WT yeast gro inh | WT yeast gro inh mutant strain | PhoP inhibition | Myeloid diff MLP | Myeloid diff MLP GFP+ MAC1+ %
COc1ccc(-c2noc(CCC(N)=O)n2)cc1OC | -1.2% | 1.1% | 1 | 2% | 10% | 10% | 6 | 3 | 6% | i | 0.5
O=C(CN1C(=O)S/C(=C\c2ccc(Cl)cc2)C1=O)NC1C=CS(=O)(=O)C1 (stereo unspecified) | nt | 2.6% | nt | 5% | nt | nt | nt | nt | 2% | i | 6.3
CCCSc1nsc(NC(=O)C(c2ccccc2)c2ccccc2)n1 | -3.6% | 17% | 1 | 1% | -11% | 8% | -31 | 15 | 11% | i | 0.9
O=S(=O)(c1ccccc1F)N1CCN(Cc2nc3ccccc3[nH]2)CC1 | -2.4% | 1.8% | 1.1 | 0% | -8% | 6% | 6 | 13 | -6% | i | 1.0
C=CCCC(=O)N1CCC(n2nccc2NC(=O)CCCc2ccccc2)CC1 | nt | 0.9% | nt | -3% | nt | nt | nt | nt | -5% | i | 0.8
Cc1ccc(CN(C(=O)c2csnn2)C(C(=O)NC2CCCC2)c2cccnc2)cc1 (stereo unspecified) | nt | 1.9% | nt | -3% | nt | nt | nt | nt | 0% | i | 0.5
C/C(=N\NC(=S)NCc1ccccc1)c1ccc(C(C)(C)C)cc1 | -7.3% | 18% | 1.6 | 11% | 2% | 18% | 63* | 39* | 0% | i | 0.1
O=C(Nc1cccc2ccccc12)c1ccc(Cn2cc(Cl)cn2)cc1 | -9.6% | 4.1% | 0.9 | -2% | 25% | 3% | 11 | 0 | 31% | i | 0.8
Cc1ccc(-c2nc(SCC(=O)N(C)C3CCS(=O)(=O)C3)[nH]c2-c2ccc(C)cc2)cc1 (stereo unspecified) | -1.9% | 0.3% | 1.1 | -1% | 9% | 16% | -1 | -10 | 16% | i | 5.5
COc1cc(S(=O)(=O)N(Cc2cccnc2)Cc2ccco2)ccc1-n1cnnn1 | 0.6% | 0.0% | 1.1 | -2% | 6% | 20% | 6 | 26 | -8% | i | 1.0
Cc1cc(C)n(CC(C)C(=O)O)n1 (stereo unspecified) | -6.3% | 1.1% | 1.1 | 10% | 6% | -2% | -11 | -9 | -10% | i | 0.7
CCCOC(=O)C1C2C=CC(C3CC23)C1C(=O)OCC(=O)c1ccccc1 (stereo unspecified) | -8.6% | 1.4% | 1.1 | 3% | 12% | 9% | 1 | -6 | -4% | i | 1.4
CCOc1ccccc1NC(=O)c1ccc(F)c(S(=O)(=O)N2CCC3(CC2)OCCO3)c1 | -13% | -0.2% | 1.1 | -1% | -2% | 1% | 14 | 15 | -7% | i | 1.2
CCOc1cc(S(=O)(=O)NC2CCCC2)ccc1Cl | -8.1% | 1.1% | 1.1 | 0% | 5% | 10% | 2 | 9 | -9% | i | 1.3
CCOC(=O)c1cc(C(=O)Nc2cccc(C)c2)nn1C | -1.9% | 1.4% | 1.1 | -1% | 12% | 9% | 15 | 9 | 15% | i | 0.5
Cc1sc2ncnc(SC(C)C#N)c2c1C (stereo unspecified) | nt | -2.2% | nt | nt | nt | nt | -12 | -3 | -7% | i | 3.0
CC(=O)Nc1ccc(Sc2ncccc2C(=O)Nc2ccc(OC(F)(F)F)cc2)cn1 | -5.0% | 7.2% | 0.8 | -1% | 1% | -4% | -16 | -16 | 0% | nt | nt
[O-][n+]1cccc2c(Br)cc(Br)c(O)c21 | -11% | 2.0% | 0.8 | -10% | 22% | -14% | -10 | -24 | 6% | i | 0.3
COc1cc2ccccc2cc1C(=O)Nc1ccc(N2CCN(C(=O)C(C)C)CC2)cc1 | nt | 2.8% | nt | -2% | nt | nt | nt | nt | -3% | i | 0.3
S=C(NCc1cccnc1)Nc1ccc2c(c1)OCO2 | nt | 2.5% | nt | -1% | nt | nt | nt | nt | -1% | i | 2.7
Cc1cnc(C(=O)OCC(=O)NC2CCCCCC2)cn1 | -3.2% | -0.4% | 1 | -2% | 13% | 6% | -5 | -6 | 4% | i | 0.2
Cc1ncc([N+](=O)[O-])n1Cc1ccc(F)cc1 | -2.5% | 1.3% | 1.1 | 0% | 0% | -3% | 7 | 13 | 7% | i | 2.4
CCc1cccc(CC)c1N(COC)C(=O)Cn1cnc2ccccc21 | nt | 0.8% | nt | 2% | nt | nt | nt | nt | -3% | i | 0.0
CC(=O)Nc1ccc(N2C(=O)CC(N3CCN(Cc4ccc5c(c4)OCO5)CC3)C2=O)cc1 (stereo unspecified) | -2.3% | 1.6% | 0.9 | 0% | -9% | -6% | 5 | 4 | -2% | i | 0.6
CN(C)c1ccc(NC(=O)c2sc(SCC(=O)Nc3ccc(Br)cc3)nc2N)cc1 | 3.7% | 0.1% | 1.1 | 0% | 1% | 2% | 19 | 15 | -9% | i | 0.5
CCOC(=O)C1C(c2cc(OC)c(OC)c(OC)c2)NC(=S)NC1(O)C(F)(F)F (stereo unspecified) | -2.9% | 0.6% | 1.1 | -2% | 4% | 16% | 4 | -2 | 6% | i | 0.9
Cc1cc(/C=N/NC(=O)C(=O)NCc2ccccn2)c(C)n1-c1ccccc1 | -4.8% | 2.3% | 2.8 | -4% | -6% | -3% | 16 | -4 | 15% | i | 0.5
CCCn1nc(C(=O)NCCc2ccc(S(N)(=O)=O)cc2)c2ccccc2c1=O | 1.3% | 1.0% | 1 | -1% | 8% | 1% | -3 | -1 | 0% | i | 0.7
CN(C)C(=O)[C@@H]1C[C@H]1[C@@H](NC(=O)OCc1ccccc1)c1ccccc1 | -22% | -0.6% | 1 | 0% | 0% | -4% | -3 | -20 | -3% | i | 0.9
COc1ccc(OC)c2sc(NC(=O)C(C)C)nc12 | -4.3% | 1.8% | 1.1 | 0% | 12% | 15% | 2 | -10 | 12% | i | 1.5
CCCN(CC(=O)Nc1ccccc1OC)Cc1c(O)ccc2ccccc12 | nt | 1.6% | nt | 3% | nt | nt | nt | nt | -5% | i | 0.4
COc1ccc(N2C(=O)c3ccccc3NC2c2ccc(NC(C)=O)cc2)c(OC)c1 (stereo unspecified) | nt | 2.7% | nt | -1% | nt | nt | nt | nt | 1% | i | 0.6
Cc1ccc(NC(=O)c2cc(-c3ccco3)on2)cc1C | -4.7% | 3.1% | 1.1 | 1% | -6% | 12% | 8 | 12 | -7% | i | 6.8
CC(C(=O)NCC1CCCO1)N(C(=O)c1snc(C(N)=O)c1N)c1cccc(F)c1 (stereo unspecified) | -3.0% | 1.4% | 0.9 | 1% | 2% | 0% | 3 | 4 | -3% | i | 0.9
CCC(C)(C(=O)NC1CCCCC1)N(Cc1ccco1)C(=O)CNC(=O)c1ccccc1 (stereo unspecified) | -5.4% | 1.6% | 1.1 | 1% | 1% | 7% | 4 | -4 | -8% | i | 0.7
CCC(=O)N(CCO)Cc1cc2ccc(C)c(C)c2[nH]c1=O | -8.6% | 2.0% | 0.9 | -6% | -7% | -6% | 26 | -5 | 2% | i | 1.2

The closing 2 compounds of the section above open the next one:
SMILES | XIAP displacement | RSV CPE inhibition | TNAP activators | SIAH1 antagonists | human PMI inhibitors | PMI inhibitors | WT yeast gro inh | WT yeast gro inh mutant strain | PhoP inhibition | Myeloid diff MLP | Myeloid diff MLP GFP+ MAC1+ %
CCC(C)(C(=O)NC1CCCCC1)N(Cc1ccco1)C(=O)CNC(=O)c1ccccc1 (stereo unspecified) | -5.4% | 1.6% | 1.1 | 1% | 1% | 7% | 4 | -4 | -8% | i | 0.7
CCC(=O)N(CCO)Cc1cc2ccc(C)c(C)c2[nH]c1=O | -8.6% | 2.0% | 0.9 | -6% | -7% | -6% | 26 | -5 | 2% | i | 1.2
O=C(C1CCN(CCCc2ccccc2)CC1)N(CCc1ccccc1)Cc1ccccc1 | -7.2% | 3.1% | 1.1 | 14% | -7% | -4% | 34 | 20 | -6% | i | 1.0
CCOC(=O)C1=C(C)NC2=C(C(=O)CC(C)(C)C2)C1c1ccc(O)c(OCC)c1 (stereo unspecified) | nt | -0.4% | nt | -4% | nt | nt | nt | nt | -3% | i | 0.2
O=C(NCCC1=CCCCC1)C(=O)NCC1OCCCN1S(=O)(=O)c1cc(F)ccc1F (stereo unspecified) | -6.7% | 2.1% | 1.1 | -13% | -1% | 1% | -24 | -5 | -8% | i | 0.4
Cc1ccc(-c2nc3cc(Br)cnc3nc2-c2ccc(C)cc2)cc1 | -8.8% | 13% | 1 | 13% | -22% | -26% | 77* | 22* | -6% | i | 0.2
CCOC(=O)COc1ccccc1/C=C\[N+](=O)[O-] | -8.6% | -1.7% | 1.1 | 2% | 1% | 13% | 69* | 38* | 35% | ? | nt
CC1CCCC(C)N1C(=O)c1ccc(CS(=O)(=O)c2ccccc2)cc1 (stereo unspecified) | nt | -0.2% | nt | -4% | nt | nt | nt | nt | 5% | i | 2.6
COc1cc(/C=N/NC(=O)c2ccoc2C)cc(OC)c1O | -5.6% | ? | 1.2 | -4% | 23% | 30% | -7 | 9 | -12% | i | 5.0
O=C(NCCc1csc(-c2ccccc2)n1)c1ccco1 | nt | -0.1% | nt | 7% | nt | nt | nt | nt | -2% | i | 0.2
COc1ccc(S(=O)(=O)N2CCCCCC2)cc1C(=O)Nc1ccccn1 | nt | 1.3% | nt | -3% | nt | nt | nt | nt | 3% | i | 0.0
Cc1ccc(C(=O)N2CCN(c3nc4ccccc4n3C)CC2)cc1 | nt | 4.3% | nt | 0% | nt | nt | nt | nt | 2% | i | 1.0
Cc1sc2nc(CN(C(=O)NC3CCCCC3)C3CCCCC3)[nH]c(=O)c2c1C | nt | 0.8% | 1 | -7% | 2% | 3% | 21 | 21 | -4% | i | 3.2
COc1ccccc1C(=O)NCC(=O)Nc1cccnc1 | -5.2% | 2.0% | 1.1 | 6% | -2% | 6% | -2 | -1 | 13% | i | 0.3
COc1cccc(/C=N/N2CCN(c3ccncc3S(=O)(=O)N3CCCCC3)CC2)c1 | -4.2% | 4.8% | 1 | 4% | -2% | 11% | 3 | 5 | -4% | i | 0.7
C=CCn1c(=N)n(CC(O)COc2ccccc2OC)c2ccccc21 (stereo unspecified) | 2.3% | 2.6% | 1.1 | 5% | 7% | 0% | 11 | 2 | 8% | i | 6.2
NS(=O)(=O)c1ccc(CCNC(=O)CN2CCC(Cc3ccccc3)CC2)cc1 | -8.5% | 20% | 1.1 | 0% | -11% | -12% | 4 | 6 | 2% | i | 0.8
COc1cc(/C=C2/SC(=S)N(C)C2=O)ccc1OC(=O)c1ccco1 | 2.2% | 22% | 0.9 | 6% | -1% | 6% | -9 | 0 | -18% | i | 0.5
